Assay outcomes: PubChem BioAssay, SRMLSC
SKBR3 24h inh = SK-BR-3 proliferation inhibitors, primary screen, cell-based, human, 24 h; SK-BR-3 viability, CellTiter-Glo ATP luminescence; active compounds read low; AID 847, 2007; viability, % at 10 µM; 0.47% of 41,000 active;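 active means viability at or below the median of all test compounds minus 3 SD, in both replicates if run twice, cut at about 45% in these data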;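 further: 100% = median untreated cell wells and 0% = median positive control drug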
The depositor's hits bear a star. These rows are one share of the data, so the mix of outcomes need not match the whole.

entry	compound	SKBR3 24h inh
1	O=C1NC(=O)C(CC(=O)N(Cc2ccco2)C2(C(=O)NC3CCCCC3)CCCCC2)N1 (configuration not stated)	83.5
2	O=C(NC1CCCCC1)C(c1ccccc1F)N(Cc1ccco1)C(=O)Cn1nnc2ccccc21 (configuration not stated)	61.5
3	CSc1ccc(S(=O)(=O)N2CCCC2)cc1	90.6
4	Cc1cc(C)nc(N2CCC(C(=O)NC3CCCCCC3)CC2)n1	73.5
5	CCOC(=O)C1=C(CSc2nc3c(cc2C#N)CN(C)CC3)OC(N)=C(C#N)C1c1ccccc1 (configuration not stated)	85.4
6	Cc1cc(=O)oc2cc(OCC(=O)OCc3nnc(-c4ccccc4)o3)ccc12	77.9
7	O=C(CSc1ncn[nH]1)c1ccccc1	83.0
8	Cn1nnc(NC(=O)c2cccc(OCc3ccccc3)c2)n1	88.9
9	O=C1C2CC=CCC2C(=O)N1c1nc2n(n1)C(c1ccccc1)CC(c1ccccc1)N2 (configuration not stated)	81.2
10	CC(=O)Nc1ccc(OC(=O)CC2SC(=O)NC2=O)cc1 (configuration not stated)	88.2
11	Cc1cc(NC(=O)CCC(=O)N(CC2CCCO2)C(C(=O)NC2CCCC2)c2ccccc2C)no1 (configuration not stated)	88.3
12	COC(=O)c1ccccc1NC(=O)CSc1nc(NC(=O)c2ccccc2)c2c(C)c(C)oc2n1	93.0
13	O=C(Nc1nccs1)NC(C(F)(F)F)C(F)(F)F	76.8
14	CCC(c1nnnn1Cc1ccccc1)N(Cc1cc2cc(OC)ccc2[nH]c1=O)CC1CCCO1 (configuration not stated)	65.2
15	Clc1ccc(-c2nn3c(Cn4cnc5ccccc54)nnc3s2)c(Cl)c1	64.9
16	Cn1c(CC(=O)Nc2ccccc2)nnc1SCCOc1ccccc1	106.5
17	COc1cc(C#CC#CCN2CCCCC2)ccc1O	89.0
18	Cc1cc(C)nc(SCc2nnc(SCC(=O)N3CCOCC3)o2)n1	110.0
19	O=C(Oc1ccc(OC(=O)N2CCOCC2)cc1)c1ccccc1	84.6
20	Cc1cccnc1N(C(=O)Nc1ccccc1)C1=NCC(C)(C)S1	85.5
21	COc1ccccc1NC(=O)N(Cc1ccco1)Cc1cc2ccc(C)c(C)c2[nH]c1=O	76.5
22	Cn1c(SCC(=O)Nc2ccccc2F)nnc1-c1ccc(S(=O)(=O)N2CCOCC2)cc1	91.6
23	O=c1cc(-c2ccccc2)[nH]n1-c1nc2ccccc2s1	104.3
24	Cn1cc(Br)cc2nc(C(F)(F)F)nc1-2	85.2
25	CN(C)c1ccc(CN2CCCCCC2)cc1	63.2
26	CC(C)CC(NC(=O)C1CCC(C)CC1)C(=O)Nc1ccccn1 (configuration not stated)	96.7
27	COc1ccc(-c2nnn(CCc3nn[nH]n3)n2)cc1OC	77.8
28	Cc1cc2ncn(CCOc3ccccc3C#N)c2cc1C	82.2
29	COc1cccc(C(=O)N(CN2CCCC2=O)c2cccc(Cl)c2)c1	84.7
30	Cc1onc(-c2c(Cl)cccc2Cl)c1C(=O)Nc1c(C)n(C)n(-c2ccccc2)c1=O	91.9
31	CC1=Nn2c(nnc2-c2ccccc2Cl)SC1	93.3
32	O=C(O)C(CCCCN1C(=O)C2C3C=CC(C3)C2C1=O)N1C(=O)C2C3C=CC(C3)C2C1=O (configuration not stated)	103.2
33	O=C(C1Cc2ccccc2CN1S(=O)(=O)c1cccs1)N1CCCCC1 (configuration not stated)	93.1
34	C/C(Cl)=C/CSc1nc2c(c(=O)[nH]c(=O)n2C)n1C(C)C	93.7
35	CCCNC(=O)c1c(N)n(-c2ccc3c(c2)OCO3)c2nc3ccccc3nc12	72.8
36	CCOC(=O)C1CCN(C(=O)CN(c2cccc(OC)c2)S(=O)(=O)c2ccccc2)CC1	70.8
37	COc1nc2ccc(C)cc2cc1-c1noc(-c2cccnc2)n1	81.5
38	Cc1ccc(S(=O)(=O)N(C)c2ccc(NS(C)(=O)=O)cc2)cc1	91.7
39	O=C(Nc1ccccc1C(=O)NC(Cc1c[nH]c2ccccc12)C(=O)O)c1ccco1 (configuration not stated)	101.3
40	Cc1c(NC(=O)C2CCCN2S(=O)(=O)c2ccccc2)c(=O)n(-c2ccccc2)n1C (configuration not stated)	90.2
41	O=C(COc1ccc(Cl)cc1)Nc1ccccc1C(=O)NCc1ccco1	73.0
42	COC(=O)C1CCN(C(=O)c2ccc(Cl)c(S(=O)(=O)NCc3cccnc3)c2)CC1	93.3
43	C=CCn1c(SCC(=O)Nc2nc(C)cs2)nnc1C(CO)NC(=O)c1ccccc1 (configuration not stated)	90.0
44	CCCCc1c(O)nc(SCCN(C)C)n(-c2ccccc2)c1=O	82.3
45	CC(O)c1n(C)c(Cl)c[n+]1C (configuration not stated)	81.6
46	CCOC(=O)c1cc(NC(=O)C2CCCO2)cc(C(=O)OCC)c1 (configuration not stated)	79.7
47	CN1CCCC(OC(=O)CCCC(=O)OC2CCCN(C)C2)C1 (configuration not stated)	96.0
48	Cn1c(SCC(=O)c2ccccc2F)nnc1C1CC1	106.6
49	COc1ccc(Nc2nc3c(c(=O)n(C)c(=O)n3C)n2CCO)cc1	100.5
50	CC(=NC1CCN(Cc2ccccc2)CC1)c1c(O)[nH]c(=O)[nH]c1=O	91.3
51	CCc1cc2c(=O)n(N)c(CCC(=O)O)nc2s1	118.2
52	Cc1nc2ncnn2c(C)c1CCC(=O)NCc1ccccc1	98.1
53	Cc1cc(OC(=O)N2CCOCC2)cc(C)c1Cl	84.5
54	CCN(CC)CCCN1C(=O)C(=O)/C(=C(/O)c2ccc(Cl)cc2)C1c1ccccn1 (configuration not stated)	87.6
55	COc1ccc(CCNC(=O)Cn2nnc(-c3cccs3)n2)cc1OC	121.5
56	CC(C)(C)N(Cc1ccccc1)C(=O)c1ccc2c(c1)OCCO2	123.9
57	c1ccc(Cn2c(-c3ccco3)nc3nc4ccccc4nc32)cc1	95.4
58	CC(CN1CCOCC1)OC(=O)c1ccc(Br)cc1 (configuration not stated)	80.6
59	N#Cc1nc(N)nc(N(c2ccccc2)c2ccccc2)n1	129.5
60	CC(=O)Nc1cccc(NS(=O)(=O)c2cccc3nsnc23)c1	73.0

Additional results
entry	compound	SKBR3 24h inh
61	CS(=O)(=O)N(CC(=O)N1CCCCC1)c1ccc2c(c1)OCO2	76.2
62	Cc1nnc(C)c2c(C)n(C(C)c3ccccc3)c(C)c12 (configuration not stated)	85.8
63	Cc1ccc(S(=O)(=O)N2CCN(C(=O)C3CCCCC3)CC2)cc1	121.5
64	Cc1ccc(S(=O)(=O)N2CCN(c3nc(C(C)C)c4c(c3C#N)CC(C)(C)OC4)CC2)cc1	70.8
65	CSCC[C@H](NC(=O)NCc1ccc(F)cc1)C(=O)O	100.0
66	O=C(NCc1ccco1)c1cnc2n(c1=O)CCS2	52.8
67	N#Cc1c(NC(=O)CCn2cnc3ccccc3c2=O)oc(-c2ccccc2)c1-c1ccccc1	100.5
68	CC1(C)Cc2c(c(N3CCOCC3)nc3sc4c(NCc5ccco5)nnnc4c23)CS1	86.2
69	Cn1c(=O)c2c(-c3ccccc3)n3c4ccccc4ncc3c2n(C)c1=O	99.7
70	COc1cccc(-c2nnc(SCc3ccc(C#N)cc3)n2Cc2ccco2)c1	77.1
71	Cc1ccc(S(=O)(=O)N2CCN(C(=O)N3CCOCC3)C2C)cc1 (configuration not stated)	73.2
72	C=CCn1c(SCC(=O)NC2CCCCC2)nnc1-c1ccc(OC)cc1	91.8
73	CCN(CC)CCCN(Cc1cc2cc3c(cc2[nH]c1=O)OCO3)C(=O)Nc1ccccc1OC	67.1
74	Fc1ccc(CSc2nncn2NCc2ccc3c(c2)OCO3)cc1	89.1
75	COc1cccc(NC(=O)CSc2nnnn2C(C)C)c1	74.5
76	COc1ccccc1C1C2C(=O)N(c3ccccc3)C(=O)C2ON1c1ccccc1 (configuration not stated)	93.4
77	CC(C)(C)NCCCCOc1ccc(F)cc1	81.5
78	COc1ccc(OC)c(NC(=O)Cn2cc(C#N)c3ccccc32)c1	92.3
79	Cc1noc(C)c1S(=O)(=O)Nc1ccc(C(=O)NC2CCCCC2C)cc1 (configuration not stated)	95.1
80	Cc1cc(C)n(/N=C/c2c[nH]c3ccccc23)c(=O)c1	100.5
81	COc1cc(C2C(C(C)=O)=C(O)C(=O)N2CCc2c[nH]c3ccccc23)ccc1O (configuration not stated)	74.2
82	Cc1ccc2nc(N3CCN(C)CC3)c(C#N)cc2c1	95.2
83	CC(=O)Nc1ccc(C(=O)CSc2nnc3scc(-c4ccccc4)n23)cc1	99.6
84	O=C(C/C(=N/O)c1ccccc1O)C(F)F	94.0
85	CN1CCN(C(=S)c2ccc(N(C)C)cc2)CC1	96.7
86	CCC(Oc1ccccc1)C(=O)Nc1nnc(C)s1 (configuration not stated)	105.7
87	CCOC(=O)C(NC(C)=O)C(OC(C)=O)c1cccc(N(CCO)CCO)c1 (configuration not stated)	96.6
88	O=C(Nc1ccc(S(=O)(=O)NCc2ccccc2)cc1)Nc1ccc2c(c1)OCO2	75.8
89	CC1(C)Cc2nc3sc4c(N(CCO)CCO)ncnc4c3cc2CO1	81.5
90	Cc1cccc(NC(=O)N2CCC(NC(=O)c3ccccc3C)CC2)c1	108.2
91	Oc1cc(Cc2ccccc2)cnc1CN1CCCCC1	100.2
92	O=C(O)c1cc2c(s1)-c1ccccc1OC2	93.0
93	COc1ccc(C2CC(C(F)(F)F)n3nc(C(N)=O)c(Cl)c3N2)cc1OC (configuration not stated)	132.2
94	CCOC(=O)C(C(=O)Nc1cccc(C)n1)C1CCCCC1 (configuration not stated)	91.0
95	Cc1c(F)cccc1NS(=O)(=O)c1ccccc1C#N	89.4
96	CC1(C)CC(=O)C=C(Nc2ccccn2)C1	96.5
97	CC1(C)Cc2ccccc2-c2nnc(SCC(=O)Nc3nc4ccccc4s3)n21	71.7
98	COc1ccc(CCNC(=O)CSc2nnc(-c3ccc(F)cc3)o2)cc1OC	96.7
99	COC(=O)CSc1nc(N)c(C#N)c(C(C)C)c1C#N	96.1
100	O=C(O)CSc1nnc(-c2ccccc2O)n1Cc1ccccc1	99.3
101	COC(=O)c1ccc2nc(NC(=O)CN3C(=O)CCC3=O)sc2c1	73.7
102	O=C(COc1cccc2ccccc12)N1CCN(c2ccccn2)CC1	81.7
103	CC1CN(C(=O)c2cc3c(=O)n4ccccc4nc3s2)CC(C)O1 (configuration not stated)	92.6
104	Cc1oc(C(C)(C)C)cc1C(=O)NCC(=O)NCC(=O)O	76.6
105	CCCn1nnc(NC(=O)c2cccc(OCC(C)C)c2)n1	103.1
106	CCc1nc(SCc2cccnc2)c(C#N)cc1C	70.3
107	CCN(CC)c1ccc2cc(C(=O)Nc3ccccn3)c(=O)oc2c1	87.6
108	Cc1cc(C)c2nc(N3CCCN(C(=O)c4cnccn4)CC3)c(C#N)cc2c1	85.4
109	Cc1ccc2c(c1)c1ncnc(N3CCOCC3)c1n2C	82.6
110	O=C(Nc1ccc(Cl)cc1C(=O)NCC1CCCO1)c1ccco1 (configuration not stated)	94.9
111	CCOC(=O)N1CCN(C(=O)COc2ccc3c(c2)C(=O)CC2(CCN(C(C)=O)CC2)O3)CC1	88.5
112	CCOC(=O)CSc1nnnn1-c1cc(OC)ccc1OC	81.0
113	CCn1c(=O)c(C2=NS(=O)(=O)c3ccccc3N2)c(O)c2ccccc21	82.9
114	O=C(Oc1cccc(Br)c1)c1cccnc1	54.5
115	O=c1c(F)cn(C2CCCO2)c(=O)n1Cc1c(F)cccc1Cl (configuration not stated)	95.1
116	COC(=O)c1[nH]c2c(c1C)C(=O)CC(c1ccccc1)C2 (configuration not stated)	84.4
117	O=C(CSc1ncnc2c1oc1ccccc12)N1CCCc2ccccc21	84.7
118	O=C(CSc1nnc(-c2cccs2)n1-c1ccccc1)NCC1CCCO1 (configuration not stated)	89.0
119	Cc1ccccc1OCC(=O)Nc1ccc2c(c1)OCO2	79.8
120	COc1ccc(C(c2c(O)ccc3ccccc23)N2CCOCC2)c(OC)c1 (configuration not stated)	67.1

Next compounds follow.
entry	compound	SKBR3 24h inh
121	O=C(c1ccc(COc2c(F)c(F)c(F)c(F)c2F)o1)N1CCOCC1	102.6
122	O=S(=O)(NC1CCCCC1NS(=O)(=O)c1ccc(F)cc1)c1ccc(F)cc1 (configuration not stated)	87.6
123	O=C(NCc1cccs1)C1CCCN(S(=O)(=O)c2cccs2)C1 (configuration not stated)	81.5
124	CC(=O)Nc1ccc(S(=O)(=O)NC2(C(F)(F)F)NC(=O)N(C3CCCC3)C2=O)cc1 (configuration not stated)	107.1
125	O=C1NCCCC1C(=O)N1CCN(C(=O)C2CCCNC2=O)CC1 (configuration not stated)	83.4
126	Clc1ccc2oc(-c3ccccc3)nc2c1	103.3
127	CCOc1ccc(Oc2nc(NCC(C)C)nc(N(C)C)n2)nn1	101.0
128	CCC(=O)OCc1cc2cccc(C)c2[nH]c1=O	88.2
129	O=C1c2ccccc2S(=O)(=O)N1CC(O)Cn1c2ccccc2c2ccccc21 (configuration not stated)	106.8
130	Cc1c(/C(O)=C2/C(=O)C(=O)N(CCCN3CCOCC3)C2c2ccncc2)cnn1-c1ccccc1 (configuration not stated)	90.5
131	FC(F)(F)c1ccc2c(c1)nc1n2CCCC1	112.0
132	CC(=O)Nc1ccc2c(c1)nc(CCN1CCOCC1)n2C	93.3
133	O=C(NCc1ccncc1)c1nnc(Cc2c(F)cccc2Cl)o1	62.8
134	O=C(c1cccs1)n1nc(-c2ccccc2)nc1NCc1ccco1	74.4

Arranged by molecular weight (lowest first): four of the compounds above
entry	compound	SKBR3 24h inh
126	Clc1ccc2oc(-c3ccccc3)nc2c1	103.3
127	CCOc1ccc(Oc2nc(NCC(C)C)nc(N(C)C)n2)nn1	101.0
129	O=C1c2ccccc2S(=O)(=O)N1CC(O)Cn1c2ccccc2c2ccccc21 (configuration not stated)	106.8
130	Cc1c(/C(O)=C2/C(=O)C(=O)N(CCCN3CCOCC3)C2c2ccncc2)cnn1-c1ccccc1 (configuration not stated)	90.5

Values by screen from the list:
SKBR3 24h inh, compounds 121 to 130 → 102.6, 87.6, 81.5, 107.1, 83.4, 103.3, 101.0, 88.2, 106.8, 90.5
